CF NFkB block = blocks PAF-induced NF-kB reporter in cystic fibrosis cells; KKLEB NF-kB-GFP reporter, GFP fluorescence overnight; inhibition, % at 5 µM; 360,000 compounds, 0.86% hits;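 active = at least 50% inhibition at 5 µM, scaled per plate between neutral and stimulator controls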;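 note: PAF is a Pseudomonas aeruginosa culture filtrate used as stimulus; plate controls were PAF-stimulated DMSO wells for no effect and unstimulated DMSO wells for full effect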
TWEAK-Fn14 inh = TWEAK-Fn14 signaling inhibition. TWEAK-stimulated Fn14 reporter cells, luciferase luminescence, 8 h. 360,000 compounds, 2% hits. AID 1159606. inhibition, % at 10 µM; in the data active = inhibition above about 50%
NCOA2 inhibitor = inhibits human steroid receptor coactivator 2; HEK293 GAL4-SRC2 luciferase reporter, luminescence; 370,000 compounds, 0.17% hits; inhibition, % at 9 µM; AID 651957; Q15596;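 active = inhibition above the mean inhibition of all tested compounds plus 3 SD, set per campaign, cut at about 52% in these data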;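 note: 0% = DMSO treated cells and 100% = cells given Gossypol at 36 µM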
EBV LMP1 NFkB = inhibitors of Epstein-Barr LMP1-induced NF-kappaB reporter. AID 504558. 350,000 compounds, 0.69% hits. LMP1-induced NF-kappaB luciferase reporter cells, luminescence. inhibition, % at 12.5 µM; in the data active = inhibition above about 41%;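 note: 0% = neutral control wells and 100% = reference inhibitor control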
TRAIL sens C8 = sensitizes caspase-8 expressing cells to TRAIL. inhibition (viability loss, TRAIL sensitization), % at 10 µM. 360,000 compounds, 1% hits. NB7+C8 cells + TRAIL, ATPlite viability luminescence;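 active = compounds causing at least 50% loss of cell viability in the single-dose screen, relative to plate controls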
NR2F2 inh = inhibitors of human COUP-TFII (NR2F2); HEK293T NGFI-A luciferase reporter, luminescence; inhibition, % at 8.6 µM; 370,000 compounds, 0.7% hits; AID 686940;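 active = inhibition above a per-plate cutoff, mean inhibition of test wells between control levels plus 3 SD, cut at about 38% in these data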;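 note: cells cotransfected with COUP-TFII expression vector driving the NGFI-A reporter; 0% = median of COUP-TF2 test wells and 100% = reporter-only cells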
LRH-1 inv ag = suppresses constitutive activity of human LRH-1. O00482. HEK293T StAR-luciferase reporter, LRH-1 transfected, 24 h. inhibition, % at 3.6 µM. 360,000 compounds, 0.13% hits. AID 602396;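 active = inhibition above the mean inhibition of all tested compounds plus 3 SD, cut at about 73% in these data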;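 note: 0% = DMSO wells and 100% = reporter-only cells lacking LRH-1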
NCOA3 inh = inhibitors of human steroid receptor coactivator 3 (SRC3) | inhibition, % at 3.6 µM | HEK293 GAL4-SRC3 luciferase reporter, luminescence | 360,000 compounds, 0.17% hits | AID 588352 | Q9Y6Q9;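 active = inhibition above a per-campaign cutoff, the mean of all compounds plus 3 SD, cut at about 60% in these data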;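 note: 0% = DMSO-treated cells and 100% = gossypol-treated cells at 36 µM; higher means less SRC3-driven luciferase light from the GAL4 reporter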
TROY NFkB inh = blocks TROY-dependent signaling in reporter cells. 360,000 compounds, 0.98% hits. AID 1347056. inhibition, % at 10 µM. Q293 LMP1-TROYcd NF-kB luciferase reporter, 4 h;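 active = compounds whose plate-normalised and pattern-corrected inhibition of the luciferase reporter signal at the single screening dose is 50% or more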
SRC1 inh = human NCOA1 inhibition | 360,000 compounds, 0.12% hits | Q15788 | inhibition, % at 3.6 µM | HEK293 GAL4-SRC1 luciferase reporter, luminescence;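 active = inhibition above the campaign mean plus 3 SD, with each screening campaign given its own cutoff, cut at about 60% in these data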;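 note: 0% = DMSO treated cells and 100% = gossypol at 36 µM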
KKLEB tox = reduces viability of KKLEB cystic fibrosis airway cells; KKLEB CF airway cells viability, ATPlite luminescence, overnight; hits give low values; cells stimulated with P. aeruginosa culture filtrate; activity change (cytotoxicity), % at 5 µM; AID 602141; 360,000 compounds, 0.36% hits;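 active = corrected activity change at or below -50% at 5 µM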
The depositor's hits bear a star; / = not tested or not shown. Hits appear at their usual frequency. About 4.2% of those tested had a hit in this group.

molecule	CF NFkB block	TWEAK-Fn14 inh	NCOA2 inhibitor	EBV LMP1 NFkB	TRAIL sens C8	NR2F2 inh	LRH-1 inv ag	NCOA3 inh	TROY NFkB inh	SRC1 inh	KKLEB tox
O=Cc1cn(-c2ccccc2)nc1-c1cccc([N+](=O)[O-])c1	-10	19	-1	-4	0	-20	-5	-21	-30	-11	-8
CC(=O)CC(=O)Nc1ccc(Cl)cn1	4	-5	4	-1	1	-1	-5	13	-9	4	9
COc1cccc(CNCc2ccccc2Br)c1OC	2	-19	-25	2	2	-38	10	-24	-9	-6	2
Cc1ccccc1C(=O)NNC(=S)Nc1cccc(C(F)(F)F)c1	5	4	28	14	13	-22	-30	12	1	-1	-5
NC(=O)c1ccc(N2CCN(c3ccc(O)cc3)CC2)c([N+](=O)[O-])c1	6	-7	-3	6	-3	1	1	18	26	12	11
Nc1nc(COC(=O)C2CC(=O)N(CCc3ccccc3)C2)nc(Nc2ccccc2)n1 (centres undefined)	2	-6	-3	-5	-3	6	10	-13	-15	-16	21
CC1(C)CC(NC(=O)c2cc(S(=O)(=O)N3CCOCC3)c(Cl)cc2Cl)CC(C)(C)N1	-1	-20	-14	-2	6	21	-11	13	-4	-3	-1
Cc1onc(-c2ccccc2)c1C(=O)OCC(=O)N(CC(C)C)c1c(N)n(Cc2ccccc2)c(=O)[nH]c1=O	15	-2	-7	-1	2	1	1	7	8	7	-2
CCOC(=O)[C@H](C)N1[C@H](C)[C@H](c2ccccc2)Oc2ccc(Cl)cc2S1(=O)=O	2	19	9	1	11	-10	-14	-4	4	2	5
COc1cc(CN2CCC(C(=O)NC3CCCC3)CC2)cc(Br)c1O	1	0	-56	7	-6	1	4	4	1	-4	5
COc1ccc(N=C2NC(=O)/C(=C\C=C\c3ccco3)S2)cc1	-23	10	-45	-7	-1	-7	-5	-12	5	-32	23
Cc1cc(C)n(CCCNC(=O)Cn2nnnc2CN2C[C@@H](C)O[C@@H](C)C2)n1	-9	-2	10	-10	-22	-6	-2	-21	-3	14	5
O=C1CSC(c2cn(-c3ccccc3)nc2-c2cc3ccccc3oc2=O)N1Cc1cccnc1 (centres undefined)	-11	-23	3	-2	-16	-7	-10	3	3	2	-17
O=C(COC(=O)/C=C/c1ccccc1)NNC(=O)c1ccccc1F	7	6	5	-8	-9	-8	-7	-18	-37	-23	8
CCn1nnc(NC(=O)c2c(OC)cccc2OC)n1	1	-1	-41	9	8	-18	7	15	-9	4	5
CN(C)CCN1CCN(C2CN(Cc3ccccc3)S(=O)(=O)C2)CC1 (centres undefined)	-16	-7	2	/	19	-2	-1	14	7	13	0
Cc1cc(NS(=O)(=O)c2ccc(NC(=O)NC3CCCCC3)cc2)no1	-22	17	-5	7	3	1	1	-18	18	-6	4
Fc1cccc(Nc2ncnc3sc4c(c23)CCC4)c1	-9	-2	5	4	-2	2	7	16	15	6	2
CC(C)(C)OC(=O)N(Cc1ccccc1)Cc1cccc(OCc2cccc(NC(=O)c3ccccc3)c2)c1	11	7	10	2	16	9	-10	1	-2	-5	-3
Cc1nc(NS(=O)(=O)c2ccccc2)sc1C(=O)NN	12	-13	-7	7	9	-5	6	5	-7	-3	-21
COC(C[C@H]1O[C@H]1[C@@H](O)[C@@H](C)OCc1ccccc1)OC	-1	-3	-6	2	-16	-4	-4	-9	-6	-7	-7
COc1cc(OC)cc(C(=O)N[C@H](C(=O)Nc2cc(F)ccc2C)C(C)C)c1	-11	-10	-21	-7	-6	-4	-2	29	-15	1	10
CCN1CCN(C(=O)c2ccc(N3CC4CC(C3)c3cccc(=O)n3C4)c(NC(=O)c3cc(OC)cc(OC)c3)c2)CC1 (centres undefined)	-6	-2	11	2	-3	5	-25	28	-19	9	6
CCCCCc1ccc(-c2ccc(/C=C/C(N)=O)cc2)nc1	3	16	-18	-1	13	-6	-120	-53	-7	-83	-1

A draw from above in order of SMILES length, ascending:
molecule	CF NFkB block	TWEAK-Fn14 inh	NCOA2 inhibitor	EBV LMP1 NFkB	TRAIL sens C8	NR2F2 inh	LRH-1 inv ag	NCOA3 inh	TROY NFkB inh	SRC1 inh	KKLEB tox
Fc1cccc(Nc2ncnc3sc4c(c23)CCC4)c1	-9	-2	5	4	-2	2	7	16	15	6	2
O=C(COC(=O)/C=C/c1ccccc1)NNC(=O)c1ccccc1F	7	6	5	-8	-9	-8	-7	-18	-37	-23	8
Cc1cc(NS(=O)(=O)c2ccc(NC(=O)NC3CCCCC3)cc2)no1	-22	17	-5	7	3	1	1	-18	18	-6	4

Carrying on:
molecule	CF NFkB block	TWEAK-Fn14 inh	NCOA2 inhibitor	EBV LMP1 NFkB	TRAIL sens C8	NR2F2 inh	LRH-1 inv ag	NCOA3 inh	TROY NFkB inh	SRC1 inh	KKLEB tox
O=C(Nc1ccc2nc([C@H]3C[C@H](O)[C@@H](CO)O3)[nH]c2c1)NC(c1ccccc1)c1ccccc1	2	-8	-3	/	14	9	-16	7	13	-17	14
O=C(Nc1ccccc1F)c1ccccc1-c1ccc(C(F)(F)F)cc1	-28	8	1	3	18	12	13	19	3	0	8
O=C(Nc1nncs1)c1ccccc1NS(=O)(=O)c1cccs1	8	-3	-15	0	-16	8	6	12	2	-5	-7
O=C(O)Cc1sc(-c2ccccc2Cl)nc1-c1ccccc1	5	-3	6	2	-3	3	3	3	-10	-9	7
COC(=O)C1=C(NC(=O)C2CCCCC2)CCS1	-7	11	9	1	-13	17	16	10	2	-35	1
COC(=O)CSc1ncc(C#N)c(N)n1	-13	-9	-9	-14	0	7	10	3	-16	0	8
C[C@@H]1C(NC(=O)c2ccccc2)CC2CC1C2(C)C (some centres undefined)	-20	2	3	-3	9	14	34	8	12	9	9
Cc1ccc(S(=O)(=O)N(CC(=O)Nc2cccc(C)c2C)C(=O)N2CCN(C)CC2)cc1	-2	11	-52	4	-8	2	-28	0	21	-20	2
COc1ccc(C(=O)N2CCN(Cc3ccc(OC)c(OC)c3)CC2)cc1	-2	-1	15	-1	8	-5	14	-6	-10	2	-3
COc1ccc(C(CNC(=O)CN(C)S(=O)(=O)c2ccc(C)cc2)N2CCCC2)cc1 (centres undefined)	-5	-2	-2	-3	1	4	-8	-12	6	-4	8
Cc1ccc(OCCn2c(C)c(/C=N/n3cnnc3)c3ccccc32)cc1	-3	2	5	-4	-8	7	3	12	35	-29	-6
CCN1CCc2c(OCC(=O)Nc3ccccc3)cccc2C1=O	-24	-9	-1	2	-16	-18	2	15	3	-7	-9
COCCN(C(=O)Nc1ccc(OC)cc1OC)C1CCN(C(C)=O)CC1	-18	23	8	-6	6	6	-4	0	-14	4	-1
Cc1nc2c(C)cccc2c2c1COC2	2	-3	-12	-2	9	18	-6	11	-8	1	2
CCN1C(=O)C(=O)N(CC(=O)Nc2cc(C)ccc2C)C1=O	-20	13	-8	-6	1	0	36	3	-1	-8	11
CC(C)Oc1ccc(CN2CCC(n3nccc3NC(=O)CCc3ccccc3)CC2)cc1	-7	1	-3	0	-11	5	10	-6	9	-10	6
O=C(Nc1c2c(nn1-c1ccc(F)cc1)CS(=O)C2)c1ccc2c(c1)OCO2 (centres undefined)	2	-7	-42	-8	-18	-8	7	-14	-3	13	-5
COc1cc(C(=O)NCCC(=O)N2CCCCC2)cc(OC)c1OC	8	5	10	-3	-22	-4	2	4	4	-3	3
COc1ccccc1-c1n[nH]c(=S)n1-c1ccccc1	-12	-22	-51	7	13	-12	-10	-12	-6	-13	5
CCOC(=O)c1c(C)n(CC)c2ccc(OC(=O)c3ccc([N+](=O)[O-])cc3)cc12	-11	-18	12	0	-3	11	-1	2	4	10	-6
O=S1(=O)CC(N2CCSCC2)CN1Cc1cn(Cc2cccc(C(F)(F)F)c2)nn1 (centres undefined)	/	6	-28	/	-2	3	23	/	-2	/	/
Cc1cccc(CCNC(=O)CC2C(=O)NCCN2Cc2ccc(F)c(F)c2)n1 (centres undefined)	-26	-4	-9	2	5	1	-11	3	0	-1	-1
COc1cc(/C=N/Nc2ccccc2[N+](=O)[O-])ccc1OC(=O)c1ccccc1F	14	-24	-40	-61	8	-6	-2	-48	-46	-27	-13
Cc1c(C(=O)N2CCOCC2)sc(NC(=O)c2ccccc2F)c1C#N	6	36	-6	1	-1	-4	18	9	-11	-1	-6
COc1ccc(NC(=O)CCNC(=O)c2ccco2)cc1OC	-14	34	-16	-5	3	8	3	0	-6	-1	2
COc1cccc(-c2nn(-c3ccccc3)cc2CN(C)C(C)c2ccncn2)c1 (centres undefined)	9	-3	-16	-2	-5	-5	-18	-2	-19	-8	-3
COc1cccc(-c2cnc(C(O)c3cccc(F)c3)[nH]2)c1 (centres undefined)	-5	42	-56	/	-3	-19	-24	-6	52*	-30	-1
CC1(C)Cc2c(sc3nc(-c4ccccc4)oc(=O)c23)CO1	5	11	8	-3	9	-12	10	-6	-54	-7	-4

Compounds above that contain bromine, in the order listed:
molecule	CF NFkB block	TWEAK-Fn14 inh	NCOA2 inhibitor	EBV LMP1 NFkB	TRAIL sens C8	NR2F2 inh	LRH-1 inv ag	NCOA3 inh	TROY NFkB inh	SRC1 inh	KKLEB tox
COc1cccc(CNCc2ccccc2Br)c1OC	2	-19	-25	2	2	-38	10	-24	-9	-6	2
COc1cc(CN2CCC(C(=O)NC3CCCC3)CC2)cc(Br)c1O	1	0	-56	7	-6	1	4	4	1	-4	5
